# Compound activity deposited in PubChem by National Center for Advancing Translational Sciences (NCATS).
# Pin1 inhibitor: inhibitors of human Pin1; Potency, µM (series often up to 115 µM), inactives show top-dose activity, negative = inhibition, actives largely listed as inhibitors; 390,000 compounds, 0.009% hits; Q13526; Pin1 FP peptide displacement, HiFluor488, 10 min; AID 504891; active = well fitted inhibition curve with a large enough effect in the polarisation, with a control signal flat, not every such curve was filed as active; inconclusive = small, poorly fitted or top-dose-only effect, or effect the other way, or a change in a side signal; inactive = no such curve, though single readings can be large or run the other way; the % refers to the polarisation; note: potency is the fitted concentration of half-maximal effect; % is set by controls: 0 for no effect and ±100 for the full control effect
# Target sequence (Q13526 whole entry, looked up): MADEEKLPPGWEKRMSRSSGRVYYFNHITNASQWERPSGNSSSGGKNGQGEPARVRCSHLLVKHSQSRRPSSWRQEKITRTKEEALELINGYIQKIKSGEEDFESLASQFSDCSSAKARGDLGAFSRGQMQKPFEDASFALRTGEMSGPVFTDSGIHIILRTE
# PI4K2A inh: inhibitors of human PI4K2A; purified PI4K2A, ADP-Glo luminescence, 1 h; active compounds read low; activity change, negative = inhibition, % at 76.9 µM; 420,000 compounds, 0.13% hits; in the data active = activity change below about -50%; inconclusive = mostly about -30% to -49%;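 note: -100% = wells without enzyme as full effect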
#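 PI4K2A activity was measured by ADP-Glo luminescence: enzyme (4 ug/mL stock) and phosphatidylinositol (1.2 mM stock) in Tris pH 7.5/MgCl2/EGTA/Triton X-100 buffer were reacted with ATP (300 microM stock) for one hour at ambient temperature.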
# HP1b chromo inh: HP1-beta chromodomain-methylated histone interaction inhibition. AlphaScreen HP1-beta / biotin-H3K9me3 peptide binding. 390,000 compounds, 0.56% hits. Potency, µM (doses to about 114 µM), for the others: at the top dose activity change, negative = inhibition, usual class: inhibitors; note: potency is the fitted concentration of half-maximal effect; nearly all actives have a fitted effect of over 70% in size; inactives centre near 23
# Target sequence (P83916 whole entry, looked up): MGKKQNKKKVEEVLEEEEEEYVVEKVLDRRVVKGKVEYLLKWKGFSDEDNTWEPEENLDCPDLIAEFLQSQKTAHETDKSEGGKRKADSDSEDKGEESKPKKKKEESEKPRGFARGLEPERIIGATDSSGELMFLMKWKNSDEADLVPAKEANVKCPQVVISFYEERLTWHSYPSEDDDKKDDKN
#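 HP1-beta protein (50 nM final) preincubated 30 min at room temperature with biotinylated H3(1-18)K9me3 peptide (50 nM) in PBS pH 7.4, 0.01% Tween-20, then compound added for 30 min. AlphaScreen streptavidin donor/nickel chelate acceptor beads (10 ug/mL final), 30 min dark, luminescence read.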
# IDH1 R132H inh: blocks human mutant IDH1 R132H enzyme. O75874. IDH1-R132H enzyme, NADPH consumption, diaphorase/resazurin fluorescence. Potency, µM (titrated, usually from 76.6 µM), for inactives: at the top dose activity change, negative = inhibition, usual class: inhibitors. 390,000 compounds, 0.093% hits. AID 602179; note: potency is the fitted concentration of half-maximal effect; % is set by controls: 0 for no effect and ±100 for the full control effect; nearly all actives have a fitted effect of over 65% in size
#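 IDH1-R132H (0.5 ug/mL) preincubated 30 min with compound, then NADPH (0.016 mM) and alpha-KG (2 mM) added; 80 min at RT, pH 7.5. Remaining NADPH coupled via diaphorase/resazurin to fluorescence (540/590 nm); concentration-response curves normalized to no-enzyme control.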
# PGK inhibitor: inhibitors of T. brucei phosphoglycerate kinase | 380,000 compounds, 0.043% hits | Potency, µM (doses to about 57.5 µM), without a hit: at the highest dose activity change, negative = inhibition, actives largely listed as inhibitors | PGK/GAPDH coupled, Kinase-Glo luminescence, 60 min | AID 602233; note: potency is the fitted concentration of half-maximal effect; % is set by controls: 0 for no effect and ±100 for the full control effect; nearly all actives have a fitted effect of over 60% in size
#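 Luminescent ATP detection (Kinase-Glo Plus) follows a 60-minute room-temperature incubation, with wells lacking PGK as controls. Buffer: 100 mM TEA (pH 7.6), 5 mM MgCl2, 0.01% Tween-20. Coupling enzyme GAPDH (100 nM final) supplies unstable 1,3-BPG in-well.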
# TrxR1 substrate: rat thioredoxin reductase 1 substrate activity. O89049. purified TrxR1 substrate turnover, NADPH consumption readout. Potency, µM (top dose mostly 114 µM), for the others: at the highest dose activity change, negative = substrate turnover. 390,000 compounds, 0.01% hits. AID 588456; note: potency is the fitted concentration of half-maximal effect; % is set by controls: 0 for no effect and ±100 for the full control effect; nearly all actives have a fitted effect of over 50% in size
#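 Rat TrxR1, dispensed at 90 nM, was prereduced with 400 uM NADPH (final) for 5 min at ~22 deg C, then incubated with compound 15 min before 400 uM selenite. A first-read NADPH fluorescence drop versus no-compound background flagged substrates.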
# rTrxR1 inhibitor: blocks rat thioredoxin reductase 1 | AID 588453 | recombinant rTrxR1, NADPH fluorescence consumption, selenite substrate | Potency, µM (series often up to 114 µM), without a hit: at the highest dose activity change, negative = inhibition, most hits filed as inhibitors | 390,000 compounds, 1% hits; note: potency is the fitted concentration of half-maximal effect; % is set by controls: 0 for no effect and ±100 for the full control effect; nearly all actives have a fitted effect of over 65% in size
#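 Rat TrxR1 (90 nM in the dispensed reagent) was pre-reduced with 400 uM NADPH for 5 min at room temperature, then incubated with compound for 15 min. After 400 uM selenite was added, NADPH fluorescence (Ex 340/Em 450 nm) was followed for 8 min.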
# USP1-UAF1 inh: inhibitors of human USP1/UAF1 deubiquitinase. O94782. recombinant USP1/UAF1, Ub-Rhodamine cleavage fluorescence. Potency, µM (series often up to 57.1 µM), for inactives: at the highest dose activity change, negative = inhibition, actives largely listed as inhibitors. 390,000 compounds, 0.23% hits; note: potency is the fitted concentration of half-maximal effect; % is set by controls: 0 for no effect and ±100 for the full control effect; nearly all actives have a fitted effect of over 60% in size; inactives centre near -12
#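 High-throughput fluorogenic screen: 1nM USP1/UAF1 complex, Ub-Rho substrate 150nM final, 50mM HEPES pH 7.8 with 0.5mM EDTA, 0.1 mg/ml BSA, 1mM TCEP and 0.01% Tween-20.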
# GLS inh: blocks human kidney-isoform glutaminase activity. 410,000 compounds, 0.21% hits. GLS enzymatic activity, qHTS titration. Potency, µM (series often up to 45.5 µM), inactives show at the highest dose activity change, negative = inhibition, hits mostly inhibitors. O94925; note: potency is the fitted concentration of half-maximal effect; % is set by controls: 0 for no effect and ±100 for the full control effect
# Target sequence (O94925 whole entry, looked up, canonical isoform): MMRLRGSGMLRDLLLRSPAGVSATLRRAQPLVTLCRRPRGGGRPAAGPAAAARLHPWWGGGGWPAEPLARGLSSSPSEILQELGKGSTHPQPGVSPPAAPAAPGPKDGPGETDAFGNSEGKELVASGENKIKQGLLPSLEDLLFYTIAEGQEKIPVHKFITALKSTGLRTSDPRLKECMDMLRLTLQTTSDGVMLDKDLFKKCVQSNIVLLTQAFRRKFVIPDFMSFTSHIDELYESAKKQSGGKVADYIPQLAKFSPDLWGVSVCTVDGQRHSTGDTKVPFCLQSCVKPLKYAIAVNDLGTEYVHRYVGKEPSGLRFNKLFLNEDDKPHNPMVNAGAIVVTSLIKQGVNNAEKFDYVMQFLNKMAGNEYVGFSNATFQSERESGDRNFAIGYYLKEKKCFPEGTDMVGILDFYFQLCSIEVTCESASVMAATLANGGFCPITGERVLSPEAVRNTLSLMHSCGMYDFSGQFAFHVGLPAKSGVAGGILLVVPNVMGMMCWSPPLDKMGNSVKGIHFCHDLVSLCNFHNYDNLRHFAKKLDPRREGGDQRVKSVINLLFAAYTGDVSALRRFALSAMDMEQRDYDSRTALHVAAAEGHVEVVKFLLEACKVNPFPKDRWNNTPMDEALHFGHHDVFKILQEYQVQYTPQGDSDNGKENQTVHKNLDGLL
#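 Human kidney-isoform GLS in 45 mM KH2PO4 pH 8.2, 0.02% Tween-20, with compound, started with 1mM L-Glutamine (added stock). Glutamate oxidase/HRP/Amplex red coupled fluorescence read at start and after 30 min at RT.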
# Starred values were filed as active, the others as inactive; i = inactive; u = inconclusive; x = not tested or not shown; & = joins results of further samples; [ ] = dose if it differs, or a comment. Unless noted, calls come from the whole dose curve; as a rule, active = well fitted curve in the direction sought with a large enough effect; inconclusive = small, poorly fitted or top-dose-only effect, or another doubt; inactive = no such curve, though single readings can be large; an effect the other way counts as inactive or inconclusive. An excerpt, so the mix of outcomes need not match the whole.
SMILES,Pin1 inhibitor,PI4K2A inh,HP1b chromo inh,IDH1 R132H inh,PGK inhibitor,TrxR1 substrate,rTrxR1 inhibitor,USP1-UAF1 inh,GLS inh
C=CCc1c(C)nc(C)nc1N/N=C/c1ccccc1,-6%,12,34%,8%,2%,4%[57.1 µM],0%[57.1 µM],-18%,32%
CCOC(=O)c1sc(/N=C/C2=C(O)CC(C)(C)CC2=O)c(C(=O)OCC)c1C,-2%,-6,25%,0%,3%,-9%,-10%,5%,-22%
Cc1c(OCC(=O)NCCCN2CCOCC2)ccc2c3c(c(=O)oc12)CCC3,-1%,-5,8%,-21%,-7%,26%,30%,-14%,-1%
CC(O)c1nc2ccc(Cc3ccc4nc(C(C)O)[nH]c4c3)cc2[nH]1 (stereo unspecified),0%,1,50%[activator],-1%,-3%,6%,21%,4%,5%
CN(CC(=O)NCc1ccc(Cl)cc1)S(=O)(=O)c1cccc2nsnc12,-3%,-4,16%,5%,-4%,14%,22%,-18%,-6%
COc1ccccc1CNC(=O)c1ccc2ccccc2n1,6%,-4,41%[activator],13%,-5%,-10%,15%[57.1 µM],-12%,8%
Nc1ccc2[nH]c(=S)[nH]c2c1,0%,-5,4%[57 µM],1%,-7%,6%[57.1 µM],4%[2.29 µM],-17%,18%
COc1cccc(C(=O)NCCNC(=O)c2ccc(C)nc2)c1,-1%,6,45%[activator],2%,i,0%,12%,u,-10%
COC(=O)Cc1[nH]n(-c2ccccc2)c(=O)c1C(C)=Nc1ccccc1,-4%,-6,0%,5%,-6%,-8%[57.1 µM],18%[57.1 µM],-7%,12%
COc1ccc(NC(=O)CSc2nc(-c3ccccc3)c3ccccc3n2)cc1,-2%,-3,38%,15%,-2%,1%,25%,-1%,-1%
Fc1ccc(NC(=S)NCc2ccccc2Cl)cc1,-3%,-1,30%,4%,-8%,-5%,-9%,-20%,5%
COc1ccc(C2/C=C\CN(CC(C)C)CC(=O)N2Cc2ccc(F)cc2)cc1 (stereo unspecified),20%&14%,1,11%&22%,-9%,-2%,-4%&3%,u,-18%,8%
NC(=O)[C@@H]1CC2(CC(c3cccc(NC(=O)[C@H]4CCC(=O)N4)c3)=NO2)CN1C(=O)c1ccc(Cl)cc1 (stereo partly specified),-1%,7,33%,0%,-2%,5%[57.1 µM],9%[57.1 µM],-6%,-4%
O=C(Cc1ccccc1)NNS(=O)(=O)c1ccc(F)cc1,-2%,-6,29%,-2%,-2%,-1%,15%,6%,18%
O=C(/C=C/c1ccco1)Nc1cccc(NC(=O)/C=C/c2ccco2)n1,29%,-8,-7%,2%,-9%,8%,-12%,-15%,-1%
COc1cccc(N(C(=O)CNC(=O)c2ccco2)C(C(=O)NC2CCCC2)c2ccco2)c1 (stereo unspecified),0%,-2,19%,-1%,0%,2%[57.1 µM],9%[57.1 µM],-7%,1%
COCCOC(=O)C1=C(N)Oc2c(oc(CO)cc2=O)C1c1c(F)cccc1Cl (stereo unspecified),0%,-3,50%[activator],-19%,1%,7%[57.1 µM],7%[57.1 µM],-13%,2%
COc1ccc(S(=O)(=O)NCCc2cn3cccc(C)c3n2)cc1OC,-9%,5,34%,1%,i,-10%,4%[57.1 µM],-13%,-4%
Cc1ccc(C)c(NC(=O)COC(=O)CNC(=O)c2ccccc2Cl)c1,0%,-6,29%,3%,-4%,-8%[57.1 µM],31%[57.1 µM],-3%,-1%
CC1(c2ccccc2)CC(C)(C)N(C(N)=O)c2ccccc21 (stereo unspecified),-2%,4,4%,-5%,-9%,-3%,26%[2.29 µM],-9%,-9%
CCOc1ccc(N(CC(=O)NC(C)CC)S(C)(=O)=O)cc1 (stereo unspecified),-3%,6,29%,3%,-4%,-2%[57.1 µM],0%[57.1 µM],4%,-3%
Cc1cc(/C=N\NC(=O)CC(=O)NC2CCCCC2)c(C)n1-c1ccc(Cl)c(Cl)c1,7%,3,-9%,5%,i,-7%,-14%,-13%,2%
NC(N)=NC1=NC(=O)/C(=C/c2ccccc2-n2cccn2)S1,18%,-4,28%,21%,-10%,4%[57.1 µM],21%[57.1 µM],u,-1%
O=S(=O)(O)c1nc2ccccc2n1CCOc1ccccc1,-9%,-7,21%,1%,0%,1%[57.1 µM],7%,-24%,44%[activator]
CC(C)N(C)CCOC(=O)c1ccccc1Cl,4%,-2,17%,0%,0%,-9%,-5%,-1%,15%

# The listing continues.
SMILES,Pin1 inhibitor,PI4K2A inh,HP1b chromo inh,IDH1 R132H inh,PGK inhibitor,TrxR1 substrate,rTrxR1 inhibitor,USP1-UAF1 inh,GLS inh
COC(=O)c1ccccc1NC(=O)Cn1c(=O)n(Cc2ccccc2)c(=O)c2c(C)c(C)sc21,33%[activator],3,27%,5%,-1%,-20%[57.1 µM],18%[57.1 µM],-22%,-12%
CCCS(=O)(=O)Nc1ccc(-c2cn3c(n2)SCC3)cc1,9%,-12,3%[57 µM],-7%,6%,6%,-1%,-19%,13%
COCCN(CCOC)C(=O)C12CCC(C)(C(=O)C1)C2(C)C (stereo unspecified),-15%,5,10%,5%,7%,0%,7%,-16%,-2%
CC1Cc2cc(-c3csc(NC(=O)CCl)n3)ccc2N1C(=O)C1CC1 (stereo unspecified),0%,1,15%[57 µM],-1%,3%,4%,0%,-19%,9%
O=C(O)CCCNC(=O)/C(=C\c1ccc(Cl)cc1)NC(=O)c1ccc(Br)cc1,0%,-6,44%[activator],-3%,-7%,-6%,-20%,-16%,2%
Cc1ccc(N2CCN(C(=O)CCc3nc4ccccc4[nH]3)CC2)c(C)c1,-2%,8,-1%,4%,i,15%[57.1 µM],50%[57.1 µM],-3%,14%
COc1ccc(-c2ncc3ccccn23)cc1OC,-1%,47,u,1%,-10%,18%,-8%,-25%,3%
Cc1ccc(-n2ncc3c(=O)n(CC(=O)N4CCN(C(=O)c5ccco5)CC4)cnc32)cc1,34%[activator],0,26%,-1%,-2%,-4%,-30%,-15%,-1%
CCC(=O)N1CCc2cc(Br)cc(S(=O)(=O)CCC(=O)NCC3CCCO3)c21 (stereo unspecified),5%,-6,16%,0%,-2%,-6%,-3%,-4%,18%
O=C(COc1ccccc1)NS(=O)(=O)c1ccc(Cl)cc1,3%,-5,43%[activator],-24%,3%,-4%,1%,-3%,2%
CC1(C)CC(=O)C2=C(C1)N1C(=C(C#N)C2c2ccc(Cl)cc2)N=C(N)c2ccccc21 (stereo unspecified),u,-2,13%,-9%,-6%,7%[57.1 µM],3%[57.1 µM],-22%,0%
COc1ccccc1N1CCN(S(=O)(=O)CCNC(=O)/C=C/c2ccc3c(c2)OCO3)CC1,x,-3,x,14%,0%,x,x,-21%,-1%
CCN(C[C@H]1N[C@@](Cc2ccccc2)(C(=O)OC)[C@H]2C(=O)N(C)C(=O)[C@@H]12)C(=O)Nc1ccc(C(F)(F)F)cc1,-2%,3,27%,-4%,-1%,-2%,15%,-24%,6%
CC(Sc1nc2ccccc2c(=O)n1C)C(=O)NC1CCCCC1C (stereo unspecified),2%,-4,0%,-2%,-12%,15%,33%,-3%,1%
C=CCn1c(C)cc(C(=O)CN2C(=O)c3ccccc3C2=O)c1C,5%,2,-12%,3%,-10%,6%,13%,u,9%
COCCN1Cc2cccc(C(=O)Nc3ccc(S(=O)(=O)N4CCCCCC4)cc3)c2C1=O,-5%,5,-3%,-3%,-5%,6%,19%,-1%,0%
COc1ccc2nc(NC(=O)C3CCCN(S(=O)(=O)c4cccs4)C3)sc2c1 (stereo unspecified),10%,-7,-27%,1%,-2%,-5%[57.1 µM],21%[57.1 µM],-16%,-4%
COc1ccc(CN2C(=O)C(Cc3ccccc3)Nc3ncnc(N4CCN(c5ccccc5)CC4)c32)cc1 (stereo unspecified),41%[activator],-1,15%,-12%,1%,-6%,-44%,-20%,7%
O=C(O)CN1C(=O)N/C(=C\c2cccn2-c2ccc(P(=O)(O)O)cc2)C1=O,u,1,28%,x,-1%,-15%,u,x,-4%
Cc1cccc(C(=O)Nc2nnc(COc3ccccc3)s2)c1,5%,-3,38%[activator],-5%,i,1%,22%,-17%,-10%
COC(=O)c1ccccc1NC(=O)c1cc[n+](C)cc1,-14%,-4,20%,7%,-6%,-14%[57.1 µM],29%[57.1 µM],-9%,-2%
O=C(c1ccc2c(c1)N(Cc1ccc(Cl)cc1)C(=O)c1ccccc1S2=O)N1CCCCC1 (stereo unspecified),-7%,-6,25%,-2%,-3%,3%,28%,-27%,8%

# Sorted by heavy-atom count (low to high): some entries from above
SMILES,Pin1 inhibitor,PI4K2A inh,HP1b chromo inh,IDH1 R132H inh,PGK inhibitor,TrxR1 substrate,rTrxR1 inhibitor,USP1-UAF1 inh,GLS inh
COc1ccc(-c2ncc3ccccn23)cc1OC,-1%,47,u,1%,-10%,18%,-8%,-25%,3%
O=C(COc1ccccc1)NS(=O)(=O)c1ccc(Cl)cc1,3%,-5,43%[activator],-24%,3%,-4%,1%,-3%,2%
C=CCn1c(C)cc(C(=O)CN2C(=O)c3ccccc3C2=O)c1C,5%,2,-12%,3%,-10%,6%,13%,u,9%
